# PME-1 inh = blocks human protein phosphatase methylesterase 1 | recombinant PME-1, FP-Rh probe fluorescence polarization | inhibition, % at 5.9 µM | 320,000 compounds, 0.53% hits;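 active = inhibition above the campaign mean of all compounds plus 3 SD, cut at about 26% in these data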;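 also: competitive labeling of PME-1 active site by serine hydrolase directed probe; 0% = PME-1 with DMSO and 100% = wells lacking PME-1 enzyme; inhibitors block probe labeling so polarization falls and inhibition rises; many of its hits are not listed in these tables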
# PAFAH1B3 inh = PAFAH1B3 (human) inhibition. inhibition, % at 3.39 µM. recombinant PAFAH1B3, FP-rhodamine probe, fluorescence polarization. AID 492972. 340,000 compounds, 0.28% hits. Q15102;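 active = inhibition above the screen-wide average of all tested compounds plus 3 SD, cut at about 25% in these data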;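 also: 0% = enzyme with DMSO only and 100% = wells lacking PAFAH1B3 protein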
# PAFAH2 inh = PAFAH2 (human) inhibition; Q99487; recombinant PAFAH2, FP-rhodamine activity probe, fluorescence polarization; inhibition, % at 3.39 µM; 340,000 compounds, 0.99% hits; AID 492956;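 active = inhibition above the mean over all tested compounds plus 3 SD, cut at about 30% in these data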;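 also: inhibitors block probe labeling of enzyme so polarization drops; 0% = enzyme with DMSO and 100% = wells lacking PAFAH2 protein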
# pPAFAH inh = inhibitors of human plasma PAF acetylhydrolase (pPAFAH); recombinant pPAFAH, FP-rhodamine probe fluorescence polarization; inhibition, % at 3.39 µM; 330,000 compounds, 1.5% hits;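 active = inhibition above the mean inhibition across the screen plus 3 SD, cut at about 25% in these data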;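 also: inhibitors block binding of the rhodamine activity-based probe so polarization drops; 0% = enzyme with DMSO and 100% = wells lacking pPAFAH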
# GSTO1 inh = counter-screen for RBBP9 inhibitors: inhibitors of human GSTO1; P78417; recombinant GSTO1, activity-based probe fluorescence polarization; inhibition, % at 5.96 µM; 300,000 compounds, 1.1% hits;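 active = inhibition above the campaign mean inhibition plus 3 SD, cut at about 35% in these data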;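 also: 0% = GSTO1-1 with DMSO and 100% = wells lacking GSTO1-1 enzyme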
# PAD4 FP inh = inhibitors of human PAD4; recombinant PAD4, RCA probe fluorescence polarization; inhibition, % at 6.36 µM; 330,000 compounds, 0.41% hits;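 active = percent inhibition above a cutoff equal to the mean of all tested compounds plus 3 SD, cut at about 15% in these data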;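 also: 0% = PAD4 with RCA probe and DMSO and 100% = probe without PAD4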
# Target sequence (Q9UM07 whole entry, looked up): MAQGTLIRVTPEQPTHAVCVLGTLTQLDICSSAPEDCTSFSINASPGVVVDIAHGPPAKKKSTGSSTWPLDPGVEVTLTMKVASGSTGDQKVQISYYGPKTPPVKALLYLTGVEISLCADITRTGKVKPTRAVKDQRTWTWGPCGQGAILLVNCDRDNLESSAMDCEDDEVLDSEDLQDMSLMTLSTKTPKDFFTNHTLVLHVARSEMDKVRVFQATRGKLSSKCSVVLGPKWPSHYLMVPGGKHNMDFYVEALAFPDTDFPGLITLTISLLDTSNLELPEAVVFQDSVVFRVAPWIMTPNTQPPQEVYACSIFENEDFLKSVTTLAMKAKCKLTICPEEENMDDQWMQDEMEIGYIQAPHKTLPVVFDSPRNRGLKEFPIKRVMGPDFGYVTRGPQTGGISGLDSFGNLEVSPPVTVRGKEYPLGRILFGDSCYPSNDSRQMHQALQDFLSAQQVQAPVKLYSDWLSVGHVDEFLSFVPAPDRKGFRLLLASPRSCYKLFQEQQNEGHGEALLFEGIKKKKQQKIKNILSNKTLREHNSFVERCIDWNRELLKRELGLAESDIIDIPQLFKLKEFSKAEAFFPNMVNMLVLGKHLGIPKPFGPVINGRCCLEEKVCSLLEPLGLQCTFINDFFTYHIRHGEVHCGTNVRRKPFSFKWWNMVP
# LYPLA1 inh = blocks human lysophospholipase 1, a PME1 counter-screen; inhibition, % at 5.9 µM; recombinant LYPLA1, FP-Rh probe fluorescence polarization; 320,000 compounds, 0.16% hits; O75608;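 active = inhibition above the mean of all tested compounds plus 3 SD, set per campaign, cut at about 14% in these data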;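 also: inhibitors block serine hydrolase probe labeling of LYPLA1 so polarization falls; 0% = enzyme with DMSO and 100% = wells lacking LYPLA1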
# Target sequence (O75608 whole entry, looked up): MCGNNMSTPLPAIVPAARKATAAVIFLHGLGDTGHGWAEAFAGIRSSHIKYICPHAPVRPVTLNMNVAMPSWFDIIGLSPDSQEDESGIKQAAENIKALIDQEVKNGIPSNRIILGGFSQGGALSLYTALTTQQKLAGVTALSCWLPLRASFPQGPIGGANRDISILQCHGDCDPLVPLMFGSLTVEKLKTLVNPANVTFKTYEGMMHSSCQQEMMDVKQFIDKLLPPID
# PAFAH1B2 inh = inhibitors of human PAFAH1B2. 340,000 compounds, 1.2% hits. recombinant PAFAH1B2, FP-rhodamine activity probe, fluorescence polarization. inhibition, % at 3.39 µM. AID 492953. P68402;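 active = inhibition above the mean of all tested compounds plus 3 SD, cut at about 24% in these data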;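 also: 0% = enzyme with DMSO and 100% = wells lacking PAFAH1B2; many of its hits are not listed in these tables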
# Fam108B counter = blocks mouse Fam108B hydrolase in RBBP9 counter-screen | 300,000 compounds, 0.33% hits | AID 1947 | inhibition, % at 9.51 µM | recombinant Fam108B, FP-Rh probe fluorescence polarization;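 active = inhibition above the screen mean inhibition plus 3 SD, computed separately per campaign, cut at about 18% in these data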;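 also: inhibitors lower polarization as less probe binds the enzyme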
# * = called active by the depositor; x = no result given. These rows are one share of the data (hit frequency here may not be typical).
Structure	PME-1 inh	PAFAH1B3 inh	PAFAH2 inh	pPAFAH inh	GSTO1 inh	PAD4 FP inh	LYPLA1 inh	PAFAH1B2 inh	Fam108B counter
CCOC(=O)OC(C)OC(=O)[C@@H]1N2C(=O)[C@@H](NC(=O)[C@H](N)c3ccccc3)[C@H]2SC1(C)C (some centres undefined)	-2	1	-2	2	4	-5	1	1	-1
COc1nc(Nc2ccc(OC)c(Cl)c2)nc(OC)n1	1	4	-2	1	-6	4	0	4	4
NC(=O)c1ccc(NS(=O)(=O)c2ccc3ccccc3c2)cc1	-2	7	-6	3	-9	-4	1	11	0
CCOC(=O)c1cc(Sc2ccccc2N)cc(C(=O)OCC)n1	0	3	0	5	8	0	-2	8	1
CN(CC(=O)Nc1ccc(F)cc1)C(=O)COc1ccc(C(=O)c2ccccc2)cc1	-3	7	-1	0	-4	-2	-3	4	2
Cc1cc(OC(F)F)ccc1NC(=S)NCCc1ccccc1	5	-4	-1	-5	-10	-10	-3	1	-9
COc1cccc(OC(=O)c2cc3ccccc3oc2=O)c1	-7	1	-6	3	3	-1	-2	-3	4
Cc1ccc(NC(=O)C(OC(=O)c2ccc(C=O)cc2)c2ccccc2)cc1Cl (centres undefined)	-37	-28	-41	-9	-29	-3	-29	-14	-20
Cc1cc(C(=O)NNC(=O)C(CCC(N)=O)NS(=O)(=O)c2ccc(Cl)cc2)c(C)o1 (centres undefined)	x	1	-9	6	x	0	x	3	x
COc1ccc(-c2cc(C(=O)Nc3ccccc3O)c3ccccc3n2)cc1	-30	-4	-18	-1	12	1	-14	-5	-14
O=S1(=O)N[C@@H](Cc2ccccc2)COc2cc(Br)ccc21	x	8	2	11	x	-1	x	2	x
COc1ccccc1NC(=O)C1CCCN(S(=O)(=O)c2c(C)noc2C)C1 (centres undefined)	-5	9	0	6	2	0	0	4	0
O=[N+]([O-])c1ccc(Oc2ccc(S(=O)(=O)N3CCCCC3)cc2)cc1	-2	1	2	6	2	-1	2	9	-3
Cc1cc(OCC(=O)N2CCN(c3ccc(F)cc3)CC2)c2c(C)cc(=O)oc2c1	-1	3	-3	2	3	5	-2	-1	1
CCCCCC(=O)Nc1cc(N(C)C)nc2ccccc12	-5	4	1	0	-4	2	1	1	-2
CC(=O)c1c(COC(=O)c2ccncc2)nc2ccccc2[n+]1[O-]	1	6	6	6	17	-1	2	5	6
Cc1ccc(S(=O)(=O)c2c(N)n(NC(=O)c3ccco3)c3nc4ccccc4nc23)cc1	-8	6	5	3	8	-5	1	4	4
CCN1CCCC1CNC(=O)c1[nH]c2ccc(OC)cc2c1C (centres undefined)	4	0	2	-4	-1	-4	-6	5	1
Cc1ccc(Sc2c(CO)c(-c3ccccc3)nn2C)cc1	-1	10	7	2	12	0	6	3	-2
COc1ccc(/C(C)=N/NC(=O)CCC(=O)Nc2ccc(Cl)cc2Cl)c(OC)c1	0	2	-4	-2	4	3	1	4	1
CCN1CCN(C(=O)c2ccc(Cn3c(=O)[nH]c4cc(OC)c(OC)cc4c3=O)cc2)CC1	3	0	5	-2	2	-9	0	0	0
O=C(C1CCCC1)N1CCN(S(=O)(=O)c2ccc(F)c(F)c2F)CC1	4	0	-2	-6	3	-2	1	-1	0
CC(C)NC(=O)c1ccc2c(=O)n(CC3CCCO3)c(=S)[nH]c2c1 (centres undefined)	-6	1	-1	-1	10	3	-2	-2	0
CCn1c(C)c(C(C)=O)c(SC)nc1=S	-6	4	-1	2	8	-4	0	3	-2
C/C(=N\NC(=O)c1nnn(-c2nonc2N)c1CSc1ccccc1)c1cccnc1	5	6	6	-2	0	0	-1	-3	0
Cn1ncc(Br)c1C(=O)Nc1ccc(F)cc1F	3	0	-7	-4	0	2	-2	6	1
CCN(CC)S(=O)(=O)c1ccc(S(=O)(=O)Nc2c(C)nn(C)c2C)cc1	-11	9	-4	5	6	-3	0	5	2
CC(C(=O)Nc1cccc(S(=O)(=O)N2CCOCC2)c1)N1CCN(c2ccc(F)cc2)CC1 (centres undefined)	2	-3	-3	5	-1	-3	4	0	2
CCOC(=O)c1noc(C)c1C(=O)Nc1nc(C)cc(C)n1	1	8	-1	0	-5	-2	-2	1	-1
C=CCNc1oc(-c2cccs2)nc1C#N	-8	2	3	-1	5	-3	2	2	0

# Reprinted at random: two entries already listed, in no set order.
Structure	PME-1 inh	PAFAH1B3 inh	PAFAH2 inh	pPAFAH inh	GSTO1 inh	PAD4 FP inh	LYPLA1 inh	PAFAH1B2 inh	Fam108B counter
Cc1ccc(NC(=O)C(OC(=O)c2ccc(C=O)cc2)c2ccccc2)cc1Cl (centres undefined)	-37	-28	-41	-9	-29	-3	-29	-14	-20
COc1ccccc1NC(=O)C1CCCN(S(=O)(=O)c2c(C)noc2C)C1 (centres undefined)	-5	9	0	6	2	0	0	4	0

# Following part:
Structure	PME-1 inh	PAFAH1B3 inh	PAFAH2 inh	pPAFAH inh	GSTO1 inh	PAD4 FP inh	LYPLA1 inh	PAFAH1B2 inh	Fam108B counter
CCNC(=S)N1CCN(c2nc(-c3ccc(F)cc3)cs2)CC1	1	7	5	5	-6	0	2	0	7
O=C(NCc1cn2ccsc2n1)c1cccc(C(F)(F)F)c1	1	-1	-1	-2	-4	0	-1	7	3
CCC(CC)c1nnc(NC(=O)C2CC(=O)N(c3ccc4c(c3)OCCO4)C2)s1 (centres undefined)	5	9	0	8	2	1	0	4	2
COc1ccc(Oc2cccc(Cl)c2CNC(=O)CSCC(=O)O)cc1	-3	1	3	4	11	-2	0	16	2
Cc1[nH]c(C)c(S(=O)(=O)N2c3ccccc3CC2C)c1C(=O)N1CCCCC1 (centres undefined)	-3	9	1	2	5	-2	-1	-2	-4
CC1CC(C)CN(c2oc(-c3ccccc3F)nc2C#N)C1 (centres undefined)	1	15	-9	12	1	5	-1	2	1
COc1ccc(NC(=O)CN2CCCCC2)c([N+](=O)[O-])c1	0	16	1	5	-2	3	-2	3	4
CSc1ncc2ncn(C3OC(CO)C(O)C3O)c2n1 (centres undefined)	4	-1	3	-3	13	0	0	4	5
Cc1cccc(N2CCN(S(=O)(=O)c3ccc4[nH]c(=O)ccc4c3)CC2)c1C	-7	-4	-5	1	6	-3	-2	-6	-3
O=[N+]([O-])c1ccccc1OCCN1CCOCC1	1	4	0	1	9	-2	3	4	-1
CCOc1ccc(C(=O)C[n+]2ccccc2C)cc1	1	3	7	2	5	3	1	3	-3
CC(C)CCn1c(SCC(=O)N2CC(=O)Nc3ccccc32)nc2scc(-c3cccs3)c2c1=O	0	1	-4	16	-1	-2	-5	-2	6
COc1ccc(CNn2c(-c3ccccc3F)nc3ccccc3c2=O)cc1OC	1	2	2	5	0	-6	1	8	2
COc1ccc(NS(=O)(=O)c2cc(NC(=O)c3ccco3)ccc2N2CCCC2)cc1	7	4	-2	5	-3	0	-8	0	11
CC(=O)Nc1ccccc1-c1nc2ccc(C(=O)N3CCN(c4ccccc4)CC3)cc2[nH]c1=O	-1	4	2	3	-2	-1	0	0	5
COc1ccccc1NC(=O)COc1ccc(C(=O)NC2CCCc3ccccc32)cc1OC (centres undefined)	0	-2	4	8	1	1	4	-2	-1
O=C(O)CC1(CC(=O)NCc2ccncc2)CCCCC1	4	-3	0	6	-6	-3	1	-1	-3
CSC1=NCCN1C(=O)Cc1ccc(Cl)cc1	-1	3	3	3	-4	3	-2	9	1
CCOc1ccc2ccccc2c1C(=O)N1CCOCC1	-1	4	2	8	2	-1	1	3	-1
COCCCNC(=O)c1cccc(NC(=O)c2ccccc2)c1	-10	8	0	-2	4	2	0	1	-3
CCCCNC(=S)Nc1cccc(S(=O)(=O)NC2=NCCC2)c1	-5	0	4	2	5	-1	0	-2	2
CCn1c(SCC(=O)NNC(=O)c2ccc(C)cc2)nnc1C1CC1	-8	5	1	-3	4	-3	-1	-2	-2
CC(C)C(C(=O)NCC1CCCO1)N(C(=O)CNS(=O)(=O)c1ccc(F)cc1)c1ccccc1 (centres undefined)	-2	3	14	9	3	4	8	6	1
COc1ccc2c(c1)cc(C(=O)N[C@@H](CCSC)C(=O)N1CCC[C@H]1C(=O)O)n2C	6	1	-5	-1	-6	-2	-1	4	2
CCC1(CC)C(=O)C(C)(C)C(=O)OC1c1ccccn1 (centres undefined)	-4	4	-4	1	-2	2	-2	6	0
CC(Cc1cccs1)NC(=S)Nc1ccc(F)cc1 (centres undefined)	2	2	-5	4	-1	-2	1	3	-1
N#C/C(=N\Nc1ccccc1[N+](=O)[O-])C(=N)N1CCCCC1	3	11	0	6	7	-4	2	4	7
Cc1nc2c(cnn2-c2ccccc2)c(=O)n1/N=C/c1ccccc1	-4	9	2	5	1	3	0	2	-2
O=C(O)CSCC(=O)N1CCCCC1	-2	9	3	1	15	0	3	6	0
CCOc1cccc2sc(N(CCN(CC)CC)C(=O)c3ccc(S(=O)(=O)N4CCCCC4)cc3)nc12	3	-1	-7	-2	7	-2	-2	-1	0
CCCCCC(O)c1cccc(OCc2ccc3ccccc3n2)c1 (centres undefined)	-8	1	-5	2	-1	-1	-2	-1	-1
CC1(C)CC(=O)C2=C(C1)OC(N)=C([N+](=O)[O-])C2c1cccs1 (centres undefined)	-5	9	1	-1	9	-5	-2	7	1
O=C(Nc1ccccc1)c1ccc(S(=O)(=O)Nc2cccc(O)c2)cc1	3	7	1	4	-4	3	-6	1	-3
CCc1cccc(C)c1NC(=S)NCC(c1cccnc1)N(C)C (centres undefined)	-2	1	14	-1	11	-4	-3	-2	4
CCOc1ccc(CCNC(=O)CCc2nc(-c3ccc(C)cc3)no2)cc1OCC	-4	-8	-4	0	6	-5	2	-1	-4
Cc1ccc(S(=O)(=O)NCCSc2nncn2C)cc1	2	9	2	6	-4	1	-3	7	0
CCOC(=O)C1=NN(c2ccccc2C)C2=NC(C)=C(C(=O)OC)C(c3cccc(OC)c3)N12 (centres undefined)	-5	5	-4	2	-5	3	2	1	3
CCOc1ccccc1N(CC(=O)Nc1ccc(S(=O)(=O)N2CCCC2)cc1)S(C)(=O)=O	12	2	-4	2	5	-3	0	6	-2
CNC(=O)c1sc2nc(-c3ccc(OC)cc3)cn2c1C	7	4	4	3	7	2	1	3	8
O=C(NCC(c1ccco1)N1CCc2ccccc21)c1cccc(F)c1 (centres undefined)	7	1	5	5	2	-1	3	-1	-1
COc1ccc(NC(=S)N2CCC(C(=O)c3ccc(F)cc3)CC2)c(OC)c1	2	7	0	4	11	0	0	3	-3
CC(OC(=O)c1ccc2c(=O)n3c(nc2c1)CCCCC3)C(=O)Nc1ccc(F)cc1Cl (centres undefined)	-1	-2	-5	2	3	-2	2	3	4
Cc1cccc(NC(=O)CNC(=O)CN2C(=O)NC3(CCCc4ccccc43)C2=O)c1C (centres undefined)	0	9	2	8	12	4	0	1	-1
COCCn1nnnc1C(c1cccs1)N1CCN(c2cccc(C(F)(F)F)c2)CC1 (centres undefined)	-1	6	-1	14	-4	2	-3	-2	-2
O=C(NC1CCN(Cc2ccccc2)CC1)c1ccc(Oc2cc(Cl)cc(Cl)c2)o1	-3	11	8	-2	5	2	2	9	1

# Compound activity deposited in PubChem BioAssay by The Scripps Research Institute Molecular Screening Center.
